UHRF1 binding: UHRF1 methyl-DNA binding inhibition; UHRF1 binding to methylated oligo, TR-FRET; inhibition, % at 4.4 µM; hit rate 0.75% among 370,000; AID 687016; in the data active = inhibition above about 21%;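 note: UHRF1 SRA domain binding a hemimethylated CpG hairpin DNA probe; 0% = median of test compound wells and 100% = reference inhibitor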
KLK7 zymogen act: activates the human kallikrein-7 zymogen; P49862; purified proKLK7, EDANS-DABCYL substrate fluorescence; 100% is mature enzyme control, 0% vehicle; activation, % at 7 µM; hit rate 0.9% among 370,000;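 active = activation above the mean of all tested compounds plus 3 SD, computed per campaign excluding outliers beyond control limits, cut at about 13% in these data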
ARFGAP1 inh: rat ARFGAP1 inhibition | Q62848 | Arfgap1-stimulated ARF1 GTP hydrolysis, GDP FP detection | inhibition, % at 16.5 µM | hit rate 0.26% among 360,000 | AID 651572;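 active = inhibition above a per-plate limit, mean inhibition of low control wells plus 3 SD, cut at about 25% in these data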;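 note: 0% = DMSO wells with enzyme and 100% = wells lacking Arfgap1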
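Assay system: Rat Arfgap1 GAP domain (His6, aa 1-136), purified enzyme | Buffer or medium: HEPES 25 mM pH 7.5, NaCl 150 mM, MgCl2, DTT | Schedule: GTP hydrolysis reaction 2 h at 25 °C | Signal: FP of antibody-bound GDP Alexa 633 tracer, ex 620/em 688 nm | Measure: Percent inhibition of Arfgap1-stimulated GTP hydrolysis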
PLCb3 inh: PLC-beta3 (human) inhibition, primary screen. hit rate 0.18% among 370,000. inhibition, % at 12.2 µM. Q01970. Purified PLC-beta3, fluorogenic substrate, fluorescence; in the data active = inhibition above about 11%;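 note: 0% = median of compound wells on plate and 100% = full blocker control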
NR1D1 modulator: modulates human Rev-erb alpha binding to DNA; P20393; Rev-erbα–FITC-DNA binding, fluorescence polarization, 90 min; activity, % at 10 µM; hit rate 0.79% among 370,000;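 active = activity above about 14%, limit read from the data; passing the limit was not always enough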;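 note: 0% = DMSO wells with 35 nM protein and 100% = DMSO wells with 750 nM protein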
HGIII-sPLA2 inh: Inhibits HGIII-sPLA2 liposome hydrolysis, primary screen. hit rate 0.56% among 370,000. Q9NZ20. inhibition, % at 12.2 µM. QFRET BODIPY PC-A2 liposome hydrolysis, fluorescence;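 active = inhibition above mean plus 3 SD of compounds lying within the high and low control bounds, cut at about 19% in these data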;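 note: 0% = median of test compound wells and 100% = no enzyme DMSO wells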
DDE Tn6 FP inh: inhibitors of Tn6 peptide binding to human fibrin DD(E); P02675; Fibrin DD(E) TRITC-Tn6 fluorescence polarization displacement; inhibition, % at 8.3 µM; hit rate 0.21% among 370,000; AID 720509;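 active = inhibition above a per-campaign cutoff: mean of compounds within control limits plus 3 SD, cut at about 15% in these data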;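 note: 0% = median of all compound wells on the plate and 100% = blocking peptide control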
PLCg1 inh: PLC-gamma1 (human) inhibition, primary screen; purified PLC-gamma1, fluorogenic substrate, fluorescence; P19174; hit rate 0.84% among 370,000; inhibition, % at 12.2 µM; AID 720700; in the data active = inhibition above about 9.5%
Target sequence (P19174 whole entry, looked up): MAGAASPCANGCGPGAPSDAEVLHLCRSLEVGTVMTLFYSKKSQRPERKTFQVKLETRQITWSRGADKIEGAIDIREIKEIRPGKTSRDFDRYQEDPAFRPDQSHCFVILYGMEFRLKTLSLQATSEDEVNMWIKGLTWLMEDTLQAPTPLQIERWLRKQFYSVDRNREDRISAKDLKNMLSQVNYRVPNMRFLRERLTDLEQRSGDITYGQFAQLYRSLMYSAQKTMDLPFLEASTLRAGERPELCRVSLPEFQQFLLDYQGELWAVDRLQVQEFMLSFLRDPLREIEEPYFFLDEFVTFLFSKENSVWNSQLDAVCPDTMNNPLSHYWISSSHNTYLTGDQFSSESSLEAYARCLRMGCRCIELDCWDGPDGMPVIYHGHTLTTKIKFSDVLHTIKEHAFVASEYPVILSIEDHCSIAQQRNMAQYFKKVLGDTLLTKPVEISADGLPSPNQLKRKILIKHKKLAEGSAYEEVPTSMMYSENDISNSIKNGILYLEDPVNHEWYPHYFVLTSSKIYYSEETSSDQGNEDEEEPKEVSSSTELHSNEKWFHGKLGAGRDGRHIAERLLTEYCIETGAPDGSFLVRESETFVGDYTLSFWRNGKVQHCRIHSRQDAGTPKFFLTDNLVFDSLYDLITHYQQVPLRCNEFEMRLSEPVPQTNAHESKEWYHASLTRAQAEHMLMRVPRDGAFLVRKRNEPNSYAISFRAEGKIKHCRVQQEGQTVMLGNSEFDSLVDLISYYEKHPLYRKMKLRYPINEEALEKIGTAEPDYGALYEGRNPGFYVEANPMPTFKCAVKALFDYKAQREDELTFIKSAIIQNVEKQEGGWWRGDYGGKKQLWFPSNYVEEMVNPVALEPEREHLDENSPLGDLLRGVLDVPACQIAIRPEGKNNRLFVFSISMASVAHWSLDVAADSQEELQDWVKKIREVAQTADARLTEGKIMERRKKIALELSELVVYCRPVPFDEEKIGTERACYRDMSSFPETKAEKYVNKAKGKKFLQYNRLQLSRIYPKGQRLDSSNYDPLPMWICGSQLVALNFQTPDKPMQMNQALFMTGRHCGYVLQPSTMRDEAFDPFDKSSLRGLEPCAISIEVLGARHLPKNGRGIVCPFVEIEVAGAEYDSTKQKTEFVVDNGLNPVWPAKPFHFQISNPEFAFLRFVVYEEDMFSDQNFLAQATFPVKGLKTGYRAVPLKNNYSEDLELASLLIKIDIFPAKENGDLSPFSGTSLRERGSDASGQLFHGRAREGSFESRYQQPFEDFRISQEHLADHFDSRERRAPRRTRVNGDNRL
Tn7 DDE FP: inhibitors of Tn7 peptide binding to human fibrin DD(E); P02675; FP displacement of FITC-Tn7 peptide from fibrin DD(E); 0% = median of compound wells per plate; inhibition, % at 8.3 µM; hit rate 0.13% among 370,000; AID 720508;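 active = inhibition above the mean of compounds falling within the control limits plus 3 SD of them, cut at about 14% in these data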;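 note: 0% = plate median of compound wells and 100% = 10 µM Aha-Tn7 peptide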
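Assay system: human fibrin DD(E). Input: DD(E) 2 µM final. Medium: Tris buffer with calcium and detergent, pH 7.8. Compound dosing: single point at 8.3 µM. Timing: 10 min plus 3 h, room temperature. Technique: fluorescence polarization of the labelled Tn7 tracer. Read-out: percent inhibition. Replicates: singlicate testing.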
ASAP1 GAP inh: inhibitors of human ASAP1 ArfGAP activity; ASAP1-stimulated ARF1 GTP hydrolysis, GDP FP detection; AID 624377; hit rate 0.19% among 360,000; inhibition, % at 16.5 µM; in the data active = inhibition above about 25%;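 note: 0% = vehicle with enzyme and substrate and 100% = no enzyme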
Starred values were filed as active, the others as inactive; i = inactive; nt = no result given.

SMILES	UHRF1 binding	KLK7 zymogen act	ARFGAP1 inh	PLCb3 inh	NR1D1 modulator	HGIII-sPLA2 inh	DDE Tn6 FP inh	PLCg1 inh	Tn7 DDE FP	ASAP1 GAP inh
COc1ccc(Cl)cc1N1C(=NC(=O)C2CCCCC2)SC2CS(=O)(=O)CC21 (stereo unspecified)	4	0.5	8	-8	-3	4	-3	-2	3	12
Cc1cccc(OCc2nc3c4c(ncn3n2)-c2ccccc2CC42CCCC2)c1	0	0.0	7	2	10	9	-9	1	2	-6
Cc1ccc(/C=N/NC(=O)c2nnn(-c3nonc3N)c2CN(C)C)s1	1	-0.3	-3	-10	6	9	-2	0	2	-9
O=C(NCCC1=CCCCC1)C1CCN(c2nc3ccccc3o2)CC1	0	-0.7	7	-1	-2	1	-2	4	-6	-1
O=C(NCc1cccnc1)c1ccccc1CCc1ccccc1	-2	0.0	8	4	-3	-5	-1	-1	-5	6
O=C(NCc1ccncc1)C1CCCN(S(=O)(=O)c2ccc(Br)cc2)C1 (stereo unspecified)	0	0.2	-9	-7	-2	5	5	1	-6	-4
Cc1cc(NC(=O)CSc2nnc(-c3ccco3)n2Cc2ccco2)no1	-3	0.5	-1	4	-7	0	-9	-1	5	-2
Nc1cccc(CCc2nc3cc4ccccc4cc3[nH]2)c1	-1	0.0	-11	0	-1	0	1	-4	6	-5
CCOc1cc(C=C2C(=O)c3ccccc3C2=O)ccc1OCC(=O)Nc1ccc(C)cc1	1	-0.1	-2	3	-1	-10	-6	-1	-7	8
CC(=O)NC(Cc1ccc(C)cc1)C(=O)NC1CCN(c2ncccc2[N+](=O)[O-])CC1 (stereo unspecified)	-4	0.4	-9	0	-1	10	11	-1	3	2
Cc1ccc(CSCCNC(=O)CN(c2ccccc2)S(C)(=O)=O)cc1	1	-0.2	-7	0	-1	0	5	-2	3	5
COC(=O)Cc1c(C)c2ccc(OCc3nn[nH]n3)cc2oc1=O	0	-1.9	1	-145	4	0	4	-103	-2	-11
COc1ccccc1CCNC(=O)C(=O)NCC1OCCN1S(=O)(=O)c1ccc(Br)cc1 (stereo unspecified)	-5	-0.2	-2	2	-2	-1	-1	3	10	-4
COc1ccc(Nc2ncnc3c2c(C)c(C)n3CCO)cc1	1	0.4	-3	-5	1	-2	2	1	-2	-11
CN(C(=O)COC(=O)COc1ccccc1Cc1ccccc1)c1ccccc1	-1	1.2	0	-10	2	-10	5	-4	-1	6
COc1ccc2cc3c(N)c(C(=O)N4CCCC4)sc3nc2c1	1	8.2	5	-356	2	-5	-2	-309	-4	14
COc1cccc(CCC(=O)N2CCC(n3nccc3NC(=O)C3CCOC3)CC2)c1 (stereo unspecified)	0	-1.0	-2	-2	2	-10	8	-4	-2	-6
COc1ccc(C(=O)CSc2n[nH]c(=O)n2Cc2ccco2)cc1	2	0.1	1	3	3	-40	1	1	-6	-2
N#C/C(=C/c1ccc(Sc2nc3ccccc3[nH]2)o1)c1ccccc1F	2	-3.8	-3	-23	0	-17	0	-13	1	1
O=[N+]([O-])c1ccc(Nc2nc(Cl)nc(NCCO)n2)cc1	-1	0.1	6	-3	-1	4	-10	2	-2	-3
CC1(c2nnnn2Cc2ccccc2)CCCCC(=O)N1Cc1cccs1 (stereo unspecified)	4	-0.1	nt	-1	-4	3	7	-2	11	nt
CCCN1C(=O)c2cc(C(=O)NCc3ccc(OC)cc3)ccc2C1O (stereo unspecified)	-2	-0.2	0	-2	-4	0	2	1	-2	-15
CCN1C(=O)/C(=C\c2nc3ccccc3c(=O)n2CC)c2ccccc21	4	0.0	-8	1	1	5	0	3	3	10
Cc1cc(C)cc(NC(=O)C2CCCN(S(=O)(=O)c3c(C)noc3C)C2)c1 (stereo unspecified)	2	0.0	5	-7	-8	11	6	-1	0	2
CCOC(=S)SCC(=O)Nc1nccs1	6	0.3	3	-9	-1	2	-4	1	2	6
CC(C)c1nc2cc(Cl)ccc2n(Cc2ccccc2)c1=O	-1	-1.7	-4	-7	-7	3	5	0	2	-11
CSCC(=O)N1CCc2ccc(NC(=O)c3ccccc3Cl)cc2C1	0	0.5	-5	-1	1	3	-2	0	3	-6
Cc1ccc(-n2c(Cn3cnc4ccccc43)nnc2SCC(=O)O)cc1	3	-0.1	0	2	2	6	3	-2	3	-2
COc1ccc(CNn2c(-c3cccs3)nc3ccccc3c2=O)cc1OC	-2	0.3	2	-10	10	-4	-2	-7	-8	5
COc1cc(Cl)c(C)cc1NC(=O)COC(=O)C1=NN(c2ccccc2)C(=O)CC1	2	0.6	3	-8	-2	6	-4	5	-1	5
CCN(CC)c1ncnc2c1ncn2[C@H]1CN(Cc2ccc(Cl)cc2)C[C@@H](CO)O1	-1	0.2	2	0	-8	-12	4	0	5	10
CCn1c(SC(C)C(=O)NC2CCCc3ccccc32)nnc1-c1cccs1 (stereo unspecified)	4	-0.2	0	-2	1	2	0	-5	0	-3
O=C(NCCN1CCOCC1)c1ccc(CS(=O)c2ccccc2Cl)o1 (stereo unspecified)	1	0.4	-2	-1	-8	0	6	1	-2	-2
COc1ccc(Cl)cc1NC(=O)CN(C)C(=O)CCC(=O)c1cc(C)sc1C	0	0.0	10	-6	6	-6	3	3	4	-3
O=S1(=O)CCO[C@H]2Cc3ccccc3[C@H]2N1Cc1cccc(C(F)(F)F)c1	0	0.5	1	-7	4	7	1	-1	-8	7
O=S(=O)(Nc1cccc(-c2nc3cccnc3s2)c1)c1ccc2c(c1)OCCO2	-1	-3.3	13	-214	2	-40	-7	-165	-4	12
COc1ccc(NC(=O)c2cccc(N3C(=O)C4C5C=CC(C5)C4C3=O)c2)c(OC)c1 (stereo unspecified)	-2	0.7	-2	-9	-7	2	4	0	-5	-1
CC(C)C1CC(N(C)C)=CC(=S)N1 (stereo unspecified)	-6	-0.2	-12	-96	-6	4	0	-72	-3	21
COC(=O)Nc1sc2c(c1C(=O)NCc1ccco1)CCC2	-1	-0.1	5	-1	3	-4	-9	-5	-5	4
CCCN(C(=O)C(NC(=O)c1ccccc1)C(C)C)c1c(N)n(Cc2ccccc2)c(=O)[nH]c1=O (stereo unspecified)	0	0.1	-8	-2	3	1	0	-2	8	1
O=C(CSc1ccc(-c2ccccn2)nn1)N1CCCCC1	-2	-0.1	2	-5	-1	-4	8	-1	-1	-11
CC(=O)Nc1ccc(S(=O)(=O)N(CCc2ccccc2)CC(=O)N/N=C/c2ccc(C(=O)O)cc2)cc1	2	-0.3	4	0	-4	-9	-15	-52	0	3
O=C(Nc1ccccc1)c1cc(C2CCCCN2C(=O)c2cccs2)on1 (stereo unspecified)	0	0.2	-1	-7	-3	-1	-2	-1	5	-4
Clc1ccc(Nc2nc3ccccc3n3nnnc23)cc1	-4	-0.4	0	-14	33*	2	4	-5	6	-5
CC(C)C[C@@H]1COc2cc(Br)ccc2S(=O)(=O)N1Cc1cn(CC2CCCCC2)nn1	1	0.0	nt	-5	-6	10	-6	-2	6	nt
Cc1ccc(-c2nnn(CC(=O)Nc3ccccc3-c3ccccc3)n2)c(-n2cnnn2)c1	1	0.4	1	0	-1	-33	11	0	1	-4
O=C(COC(=O)CSc1ccc([N+](=O)[O-])cc1)NCCc1ccccc1	2	0.0	7	-7	9	-1	4	-4	10	-1
CCOC(=O)c1[nH]c(C)c(C(=O)OCCOc2cccc(C)c2)c1C	0	-0.1	6	3	-2	2	1	0	2	0
C/C(=N\Nc1ccc2nncn2n1)c1ccco1	0	0.8	2	2	5	4	-3	7	-5	-5
NC(=O)c1cc(C(=O)c2ccc(Cl)cc2)c[nH]1	0	-0.2	-24	1	3	-2	-3	1	-4	-19
C=CCn1c(=O)c2ccccc2n2c(SCc3c(C(=O)OCC)oc4ccccc34)nnc12	2	0.4	-2	5	-1	4	0	1	-1	12
COc1ccc(N2CCN(C(=O)c3ccc4c(c3)[nH]c(=S)n3c5ccccc5nc43)CC2)cc1	43*	-1.4	-3	i	-1	8	9	-389	3	2
Cc1cc(C)nc(NS(=O)(=O)c2ccc(NC(=O)c3cc(-c4ccccc4)nc4ccccc34)cc2)n1	-3	0.4	-22	-1	-1	-60	-5	1	0	-6
CNC(=O)C1Cc2c(-c3ccccc3Oc3ccccc3)ccnc2O1 (stereo unspecified)	1	-0.2	-18	4	-1	6	2	6	1	-7
CC1CN(C(=O)c2ccc(COCC(F)(F)F)o2)CC(C)O1 (stereo unspecified)	0	-0.2	7	2	-3	0	-7	0	-3	-2
O=S(=O)(CC(O)(c1ccccc1)c1ccccc1)CC(O)(c1ccccc1)c1ccccc1	1	0.5	5	-4	-2	0	2	4	0	8
CCc1nc2ccc(C(=O)N3CCN(C(=O)c4ccco4)CC3)cn2c1N(C)Cc1nccs1	-1	-0.7	-4	0	-1	0	2	-5	4	-7
CCOc1ccccc1NC(=O)c1ccc(S(=O)(=O)N2CCCCC2)cc1	0	0.3	2	-6	-5	-5	1	4	1	3
O=C(O)CCc1nc2ccccc2n(CCc2ccccc2)c1=O	-2	1.3	14	-36	5	2	1	-28	-1	6
C=CC[C@@H](CC(=O)N(CCO)Cc1ccccc1)C(=O)N[C@@H](COC(=O)[C@H](CC=C)CC(=O)OC(C)(C)C)Cc1c[nH]c2ccccc12	3	0.6	15	6	0	-50	-9	6	-19	-1

Results in KLK7 zymogen act (four entries from above):
SMILES | KLK7 zymogen act
COc1ccc(N2CCN(C(=O)c3ccc4c(c3)[nH]c(=S)n3c5ccccc5nc43)CC2)cc1 | -1.4
Cc1cc(C)nc(NS(=O)(=O)c2ccc(NC(=O)c3cc(-c4ccccc4)nc4ccccc34)cc2)n1 | 0.4
CNC(=O)C1Cc2c(-c3ccccc3Oc3ccccc3)ccnc2O1 (stereo unspecified) | -0.2
CC1CN(C(=O)c2ccc(COCC(F)(F)F)o2)CC(C)O1 (stereo unspecified) | -0.2

Other results follow.
SMILES	UHRF1 binding	KLK7 zymogen act	ARFGAP1 inh	PLCb3 inh	NR1D1 modulator	HGIII-sPLA2 inh	DDE Tn6 FP inh	PLCg1 inh	Tn7 DDE FP	ASAP1 GAP inh
Nc1oc2ccccc2c(=O)c1C=O	0	0.3	-3	0	4	0	5	-1	3	3
COc1ccc(/C=N/Nc2nc3ccccc3c(=O)[nH]2)cc1	-5	-5.5	2	-100	3	-2	2	-71	7	16
CCOC(=O)CCNC(C)C1COc2ccccc2O1 (stereo unspecified)	-1	-0.2	-8	1	4	6	2	3	-1	-10
CCCCCCn1c(SCC(=O)c2ccccc2)nc2c1c(=O)[nH]c(=O)n2C	4	-0.2	-10	2	-4	-18	5	1	7	-7

Compound activity from PubChem BioAssay.
